Assay outcomes deposited in PubChem by several laboratories.
RAM inhibit: inhibitors of the yeast RAM network; S. cerevisiae dse1pr::URA3 reporter, 5-FOA growth OD615, 2 d; analog-sensitive cbk1-as2 kinase mutant strain; inhibition, % at 50 µM; 1.8% of 190,000 active; AID 868;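 active means inhibition above a set limit, 3 SD over mean compound inhibition, cut at about 8.4% in these data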;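 further: 0% = DMSO-only wells with no growth and 100% = 10 µM 1-NA-PP1 full growth; inhibition rescues growth on 5-FOA so higher OD means more RAM inhibition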
ROMK primary: human ROMK K+ channel modulation, primary screen; B-score at 10 µM; P48048; 2% of 130,000 active; Tet-inducible ROMK, thallium flux fluorescence; actives lie on both sides; AID 1918;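 active means signal ratio slope over the read window, or its plate-corrected B-score, at least 3 SD from the plate mean, either direction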;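 further: B-score of the F/F0 ratio slope over 7 to 12 s after thallium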
Target sequence (P48048 whole entry, looked up): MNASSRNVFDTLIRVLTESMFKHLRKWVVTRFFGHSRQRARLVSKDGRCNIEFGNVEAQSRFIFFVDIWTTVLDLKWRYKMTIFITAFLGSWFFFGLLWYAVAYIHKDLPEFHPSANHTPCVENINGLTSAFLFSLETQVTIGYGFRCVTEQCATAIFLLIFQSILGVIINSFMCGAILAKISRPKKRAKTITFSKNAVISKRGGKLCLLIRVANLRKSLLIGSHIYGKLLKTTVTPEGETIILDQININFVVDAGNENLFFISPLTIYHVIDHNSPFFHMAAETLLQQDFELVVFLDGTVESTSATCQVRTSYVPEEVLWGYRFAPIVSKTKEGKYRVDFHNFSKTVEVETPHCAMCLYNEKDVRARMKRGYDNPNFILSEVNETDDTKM
STAT3 blocker: reduces IL-6 driven STAT3 reporter signal. 0.89% of 190,000 active. U3A cells, IL-6 STAT3-luciferase reporter, luminescence; host cell line lacks STAT1. inhibition, % at 5.5 µM. AID 862;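 active means inhibition above the mean inhibition across all screened compounds plus 3 SD, cut at about 44% in these data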;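 further: 0% = DMSO only wells and 100% = 100 µM nifuroxazide control wells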
SRC2 TRFRET art: flags TR-FRET format artefacts in PPARgamma SRC-2 recruitment agonist screen; TR-FRET artefact counter-screen; hits give high values; TR-FRET ratio at 8 µM; 0.4% of 200,000 active; AID 1049; in the data active means TR-FRET ratio above about 2000; further: inactives centre near 1500
TLR4-MyD88 BLA: blocks binding of human TLR4 to MyD88; O00206+Q99836; HeLa CL3-4 TLR4/MyD88 BLA complementation, FRET ratio; inhibition, % at 8.4 µM; 0.18% of 200,000 active; AID 861; in the data active means inhibition above about 25%;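 further: 0% = vehicle and 100% = reference inhibitor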
PPARg SRC-2 ag: agonists of SRC-2 recruitment by human PPARgamma; P37231; PPARgamma LBD-SRC-2 recruitment, biochemical; activation, % at 8 µM; 0.34% of 200,000 active; in the data active means activation above about 22%;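 further: 0% = vehicle and 100% = reference agonist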
PPARg SRC3 recr: promotes SRC-3 coactivator recruitment by human PPARgamma. P37231. biochemical PPARgamma/SRC-3 coactivator recruitment assay. activation, % at 8 µM. 0.26% of 200,000 active. AID 731; in the data active means activation above about 23%;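 further: 0% = DMSO and 100% = reference agonist; some compounds past the cut are filed as inactive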
S1P3 antag: S1P3 (human) receptor antagonism; Q99500; CHO S1P3 NFAT-BLA reporter, FRET fluorescence, antagonist mode; inhibition, % at 4.98 µM; 0.27% of 170,000 active; AID 485;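 active means inhibition above the plate cutoff, the mean inhibition of test wells on that plate plus 3 SD, cut at about 28% in these data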;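 further: cells challenged with S1P at its EC80 of 0.8 µM; blue over green emission ratio from cleaved BLA substrate after 4 h stimulation; 0% = S1P-stimulated wells and 100% = unstimulated DMSO-only wells; some compounds past the cut are filed as inactive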
Target sequence (Q99500 whole entry, looked up): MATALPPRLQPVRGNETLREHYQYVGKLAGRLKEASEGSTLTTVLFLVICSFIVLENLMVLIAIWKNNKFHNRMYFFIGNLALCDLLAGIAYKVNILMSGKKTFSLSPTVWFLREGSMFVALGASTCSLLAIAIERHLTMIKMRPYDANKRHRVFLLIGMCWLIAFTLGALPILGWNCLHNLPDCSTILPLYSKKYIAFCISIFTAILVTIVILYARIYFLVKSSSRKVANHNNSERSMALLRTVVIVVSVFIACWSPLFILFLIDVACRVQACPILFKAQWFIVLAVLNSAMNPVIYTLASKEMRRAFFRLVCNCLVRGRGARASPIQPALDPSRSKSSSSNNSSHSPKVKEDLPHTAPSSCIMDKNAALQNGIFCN
STAT3 activator: increases IL-6 driven STAT3 reporter signal. U3A cells, IL-6 STAT3-luciferase reporter, luminescence; 100% = signal with IL-6 EC80 alone. activation (% of control), % at 5.6 µM. AID 871. 0.91% of 190,000 active;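 active means activation above the screen-wide mean of compound activation plus 3 SD, cut at about 130% in these data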;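 further: 0% = background luminescence of wells with medium and substrate only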
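Material: STAT3-luciferase reporter U3A cells; Probe or stimulus: IL-6 (33 ng/mL); Incubation: compound pre-incubation 1 h before IL-6, then 6 h stimulation at 37 °C; Technique: luminescence from STAT3-driven luciferase reporter; Evaluation: % activation versus median of IL-6-stimulated wells; Controls: IL-6-only high control.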
PPARg SRC1 recr: PPARgamma-driven SRC-1 recruitment agonism | P37231 | 0.41% of 200,000 active | activation, % at 8 µM | PPARgamma-SRC-1 coactivator recruitment biochemical assay; in the data active means activation above about 19%;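 further: 0% = DMSO and 100% = reference agonist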
STAT1 inh: reduces IFN-gamma driven STAT1 reporter signal. 0.35% of 200,000 active. NIH 3T3 STAT1-luciferase reporter, luminescence. inhibition, % at 5.5 µM;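 active means inhibition above a set limit, the mean inhibition across all tested compounds plus 3 SD, cut at about 34% in these data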;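 further: 0% = IFN-gamma with DMSO and 100% = IFN-gamma with 300 µM nifuroxazide; values of inactives mirror those of a sister screen read the other way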
Numbers without * were called inactive; nt = no result given.

SMILES | RAM inhibit | ROMK primary | STAT3 blocker | SRC2 TRFRET art | TLR4-MyD88 BLA | PPARg SRC-2 ag | PPARg SRC3 recr | S1P3 antag | STAT3 activator | PPARg SRC1 recr | STAT1 inh
CC(=O)c1ccc(Nc2cc(C)nc3c(C)cc(C)cc23)cc1 | 1.7 | 2.51 | 4.7 | 1430 | 8.2 | 1.4 | 3.7 | -3.2 | 97.8 | 6.0 | -7.6
O=C(CCc1c[nH]c2ccccc12)NCc1ccco1 | -0.1 | 0.235 | -2.2 | 1369 | -3.6 | -4.3 | -6.2 | -12.1 | 103.8 | -4.9 | -0.4
N#Cc1c(Cn2cncn2)nc(=O)n(-c2ccc(Cl)cc2)c1N | 0.9 | 0.1 | 2.6 | 1616 | 9.7 | -1.6 | -5.4 | 6.5 | 101.7 | -5.8 | -7.2
CC(C)(C)NC(=O)CCC1COc2ccccc2O1 (stereo unspecified) | 1.4 | nt | -0.8 | 1561 | -0.9 | 1.0 | -2.0 | nt | 101.6 | 2.1 | -3.1
COc1cc(/C=N/O)cc(Br)c1OCc1ccc(Cl)cc1 | 6.3 | 0.704 | 27.2 | 1517 | -16.2 | -0.9 | 14.6 | nt | 81.1 | 2.3 | 0.7
O=C(CN1CCCc2ccccc21)N/N=C/c1ccccc1O | 4.2 | nt | -12.3 | 1535 | 7.2 | 8.9 | 7.6 | 19.2 | 111.0 | 5.9 | 0.9
Cc1cccc(NC2=NC3(CCCCC3)N=C(N)N2)c1C | 0.2 | nt | 7.6 | 1632 | -9.3 | -0.3 | -13.1 | -90.0 | 96.8 | 2.4 | -2.9
C(=N\Nc1nc(N2CCCCC2)nc(N2CCCCC2)n1)/c1c[nH]c2ccccc12 | 0.4 | 0.297 | 20.2 | 1430 | 8.4 | 4.1 | 4.8 | 17.2 | 84.4 | -0.5 | -7.9
CCN(CC)CC(=O)NCC1(c2ccccc2)CCOCC1 | -0.3 | 0.138 | 2.0 | 1621 | 6.3 | -0.2 | 3.1 | nt | 98.3 | -1.6 | -0.6
O=C(O)c1ccc(COc2ccc3ccccc3c2/C=C2/NC(=O)N(Cc3ccc(F)cc3)C2=O)cc1 | 4.9 | 1.37 | -5.0 | 1503 | -4.0 | 1.0 | 2.6 | -28.9 | 105.3 | -1.0 | -17.3
CC[n+]1c(/C=C/Nc2ccccc2)oc2ccccc21 | 0.5 | -0.231 | 24.2 | 1564 | -11.2 | 2.9 | -2.1 | nt | 83.9 | 5.9 | 9.0
CSc1ccccc1C(=O)NC1CCCC1 | -0.3 | 0.03 | 9.0 | 1668 | -3.7 | 4.7 | 3.2 | nt | 92.5 | -1.3 | -3.5

Arranged by value in RAM inhibit (falling): three of the compounds above.
molecule	RAM inhibit	ROMK primary	TLR4-MyD88 BLA	PPARg SRC-2 ag	PPARg SRC3 recr	S1P3 antag	STAT3 activator	PPARg SRC1 recr	STAT1 inh
CC(=O)c1ccc(Nc2cc(C)nc3c(C)cc(C)cc23)cc1	1.7	2.51	8.2	1.4	3.7	-3.2	97.8	6.0	-7.6
N#Cc1c(Cn2cncn2)nc(=O)n(-c2ccc(Cl)cc2)c1N	0.9	0.1	9.7	-1.6	-5.4	6.5	101.7	-5.8	-7.2
CSc1ccccc1C(=O)NC1CCCC1	-0.3	0.03	-3.7	4.7	3.2	nt	92.5	-1.3	-3.5

(list continues)
SMILES | RAM inhibit | ROMK primary | STAT3 blocker | SRC2 TRFRET art | TLR4-MyD88 BLA | PPARg SRC-2 ag | PPARg SRC3 recr | S1P3 antag | STAT3 activator | PPARg SRC1 recr | STAT1 inh
O=C(c1cnn2c(C(F)(F)F)cc(-c3ccco3)nc12)N1CCCCCC1 | 0.5 | 0.614 | 9.1 | 1644 | -4.2 | 2.7 | -10.8 | 10.5 | 95.6 | 1.2 | 2.3
Cc1nc2ccc(C(C(F)(F)F)(C(F)(F)F)C(F)(F)F)cc2[nH]1 | 1.0 | -0.192 | -15.4 | 1300 | 6.5 | -14.3 | 0.6 | 11.2 | 115.6 | -1.8 | 0.1
O=C(NC12CC3CC(CC(C3)C1)C2)C12CC3CC(C1)CC(n1cnc(Cl)n1)(C3)C2 | 2.8 | nt | 2.3 | 1575 | 5.3 | 2.4 | 1.9 | nt | 103.3 | -1.9 | -2.7
CC(C)C(=O)Nc1ccccc1C(=O)OCC(=O)c1ccc2c(c1)OCCO2 | 5.2 | nt | -7.7 | 1707 | -3.2 | 7.6 | -5.0 | -26.1 | 102.1 | 7.6 | -42.7
O=C1CC(N2CCC(c3nc4ccccc4o3)CC2)C(=O)N1c1ccc(Cl)cc1 (stereo unspecified) | nt | nt | 10.8 | 1394 | -11.6 | 2.6 | 2.6 | -7.2 | 95.0 | 4.9 | 6.7
O=C(C1CCCCC1)N(CCN1CCCC1)c1nc2ccccc2s1 | -0.4 | -1.42 | -10.1 | 1483 | 0.7 | -14.5 | -11.1 | -4.8 | 111.5 | 1.2 | -15.0
CC(C)(O)C(=O)N=Nc1c(O)[nH]c2ccccc12 | 0.1 | 0.326 | -5.6 | 1664 | 2.5 | 6.3 | 2.0 | -26.9 | 107.6 | 8.3 | -17.3
CCOC(=O)/C=c1\s/c(=C\c2ccc3c(c2)OCCO3)c(=O)n1CC(=O)NCC1CCCO1 (stereo unspecified) | 2.9 | -0.0211 | 9.0 | 1365 | -6.6 | -3.8 | -15.9 | -2.8 | 95.7 | 2.2 | -2.5
Fc1ccc(-c2cnn3c(-c4cccs4)ccnc23)cc1 | 5.0 | -2.27* | 26.5 | 1458 | 16.0 | -1.5 | 1.1 | 9.5 | 85.1 | 2.7 | 35.0*
CCOC(=O)N1CCN(Cc2nc3c(c(=O)n(C)c(=O)n3C)n2Cc2ccc(F)cc2)CC1 | -0.3 | nt | 2.6 | 1563 | -7.6 | 5.5 | 3.6 | -9.5 | 102.2 | 7.4 | 0.9
OCCC1CN(Cc2nc3c(s2)CCCC3)CCN1Cc1ccsc1 (stereo unspecified) | 0.0 | -1.12 | 4.1 | 1497 | 1.9 | 5.6 | 3.9 | 12.8 | 100.3 | -6.1 | 1.1
Cc1cccc(OCc2nnc(SCC(=O)c3cccs3)n2C)c1C | -0.8 | nt | 14.5 | 1619 | 10.8 | 4.7 | 11.6 | -4.5 | 90.9 | 7.0 | 3.1
O=S(=O)(c1ccc(F)cc1)n1ccc(-c2cccc(OCc3c(F)cccc3Cl)c2)n1 | 7.1 | nt | -3.6 | 1558 | 7.4 | 3.9 | -9.7 | nt | 105.2 | 6.0 | -2.8
O=C(CSc1ccccc1[N+](=O)[O-])NC1CCS(=O)(=O)C1 (stereo unspecified) | 0.7 | -0.0788 | 11.4 | 1447 | 2.1 | 7.2 | -0.1 | -24.0 | 97.2 | 9.2 | -1.9
CCc1ccc(C2C(C#N)=C(N)N(N3CCOCC3)C3=C2C(=O)CC(C)(C)C3)s1 (stereo unspecified) | -0.1 | nt | 1.6 | 1586 | 3.0 | 2.1 | 0.6 | -0.3 | 100.6 | 1.0 | 6.5
Cn1cc(Cl)c(C(=O)N2CCN(c3ncccn3)CC2)n1 | 0.7 | nt | 2.8 | 1673 | 4.0 | 3.9 | 3.6 | 0.4 | 102.8 | 7.8 | -8.4
COc1ccccc1CSc1ncc(-c2ccc([N+](=O)[O-])cc2)[nH]1 | 2.7 | 0.0138 | 20.9 | 1737 | 15.4 | 14.0 | 7.1 | 4.8 | 82.4 | 3.0 | -11.7
COc1ccc(CC(=O)c2ccccc2C(=O)O)cc1 | 1.0 | 1.79 | 3.7 | 1397 | 3.6 | 0.8 | 3.3 | -22.7 | 102.3 | -6.0 | -13.0
CCn1c(O)c(C=Nc2ccccc2)sc1=O | 3.2 | -0.357 | 5.5 | 1431 | -27.4 | -6.3 | -5.5 | -11.6 | 99.8 | -1.3 | -33.9
Cc1nc(C2CC(=O)OC23CCCCC3)cs1 (stereo unspecified) | nt | -0.202 | 2.5 | 1567 | -3.3 | -1.0 | 15.5 | 2.9 | 104.1 | 3.8 | -8.1
CCC(C)N(C)C1CCN(C(=S)Nc2ccc(OC)cc2)CC1 (stereo unspecified) | 0.4 | -0.0733 | 5.6 | 1381 | 6.3 | -6.5 | -0.6 | -16.6 | 97.2 | -9.7 | 9.4
FC(F)(F)c1cc(-c2ccc(Cl)cc2)nc2ncnn12 | 0.5 | 0.0241 | 21.2 | 1441 | -2.1 | 3.2 | -3.9 | nt | 86.3 | 4.5 | 5.0
CCOC(=O)CC(=O)CSc1nc(N)c(C#N)c(-c2ccc(Cl)cc2)c1C#N | 13.2* | -0.474 | 7.4 | 1737 | -1.6 | -1.4 | -1.9 | nt | 98.0 | 10.2 | 1.1
O=[N+]([O-])c1ccc(Oc2cnc3ccccc3n2)cc1 | 1.0 | nt | 12.5 | 1410 | -2.0 | -2.0 | 2.7 | 3.6 | 92.5 | -0.1 | -19.9
COc1ccc(NC(=O)COC(=O)Cc2ccccc2[N+](=O)[O-])cc1OC | 1.0 | 0.383 | 8.5 | 1611 | -2.6 | 5.3 | 3.8 | 4.3 | 96.3 | -2.2 | 19.6
CC1CCC(C(C)C)C(OC(=O)COC(=O)c2cccn2C)C1 (stereo unspecified) | 0.1 | nt | 2.2 | 1490 | 6.5 | -4.5 | -11.8 | -114.9 | 102.5 | 0.8 | 11.2
CCn1c(CNC(=O)c2cccs2)n[nH]c1=S | 1.9 | 0.165 | 12.7 | 1477 | 0.2 | 3.4 | 6.2 | -12.7 | 92.7 | 6.3 | 4.2
COc1ccc(CCNC(=O)C2CC(=O)N(C3CCCC3)C2)cc1OC (stereo unspecified) | 2.6 | nt | 4.9 | 1380 | 9.1 | 0.3 | -7.5 | -46.8 | 99.1 | -4.5 | 7.0
CC(=O)Nc1ccc(-n2c(C)nc(=O)c(-c3ccccc3)c2C)cc1 | -0.3 | -0.196 | 2.3 | 1612 | -2.6 | 1.1 | -6.8 | 0.6 | 100.5 | -8.2 | -0.1
CCCc1nc2ccccc2n1C(=S)SC | 1.1 | -0.382 | -2.3 | 1615 | 0.6 | 2.1 | 2.0 | 3.2 | 107.6 | 1.2 | 21.1
Cn1c(=O)cc(SCC(=O)N2CCCC2)c2cc(Cl)ccc21 | -1.2 | nt | 25.0 | 2940* | 15.5 | 61.1* | 39.3* | 20.7 | 83.9 | 53.4* | 13.9
Cc1ccccc1NC(=O)c1cc(N)ccc1N1CCCCC1 | 0.8 | nt | 9.5 | 1778 | -3.9 | 6.0 | 3.0 | 0.0 | 96.1 | 10.5 | 6.5
CC(C)C(NC(=O)OCc1ccccc1)C(=O)OCC(=O)N1C(C)CCCC1C (stereo unspecified) | -0.7 | 0.388 | 8.9 | 1498 | -1.7 | 3.6 | 4.2 | -5.2 | 96.2 | 7.3 | 2.6
Cc1ccc([N+](=O)[O-])cc1N=C(c1ccc([N+](=O)[O-])cc1)N1CCOCC1 | 1.2 | -0.436 | 11.4 | 1660 | -10.3 | -8.5 | -0.4 | -2.4 | 90.6 | 3.3 | 6.9
Cc1ccc(NC(=O)CSc2ccc(-c3ccccn3)nn2)cc1 | 2.4 | 0.235 | 5.1 | 1378 | 12.1 | -3.2 | -3.3 | -10.9 | 95.7 | -8.3 | -5.5
